# Screens: PubChem, several laboratories
# HRas wt GTP: modulators of GTP binding to human HRas wildtype | P01112 | GST-Ras wt beads, Bodipy-FL-GTP binding, flow cytometry; actives lie on both sides | GTP binding activity, % at 10 µM | 0.14% of 190,000 active | AID 759;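 active means GTP binding activity at least 20% away from the 100% baseline, either lowered as inhibitor or raised as activator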;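 further: 0% = unlabeled GTP competition control and 100% = no-compound control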
# Target sequence (P01112 whole entry, looked up): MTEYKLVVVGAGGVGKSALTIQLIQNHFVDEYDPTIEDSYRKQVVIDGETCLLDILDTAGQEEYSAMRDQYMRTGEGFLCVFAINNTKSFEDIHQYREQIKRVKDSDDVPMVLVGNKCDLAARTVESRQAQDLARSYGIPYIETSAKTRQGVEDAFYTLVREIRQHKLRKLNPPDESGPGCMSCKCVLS
# Mcl1-Noxa inh: disrupts binding of human Mcl-1 to Noxa peptide; Q07820; TR-FRET Mcl-1/Noxa peptide binding, 2 h; inhibition, % at 21.7 µM; 1.5% of 220,000 active;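 active means compounds that cut the protein-peptide binding signal by more than 50% relative to plate controls in a single-dose test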;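 further: His-tagged Mcl-1 with rhodamine Noxa BH3 peptide and terbium anti-His antibody; 0% = Mcl-1 plus Noxa peptide wells and 100% = peptide-only wells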
# Target sequence (Q07820 whole entry, looked up): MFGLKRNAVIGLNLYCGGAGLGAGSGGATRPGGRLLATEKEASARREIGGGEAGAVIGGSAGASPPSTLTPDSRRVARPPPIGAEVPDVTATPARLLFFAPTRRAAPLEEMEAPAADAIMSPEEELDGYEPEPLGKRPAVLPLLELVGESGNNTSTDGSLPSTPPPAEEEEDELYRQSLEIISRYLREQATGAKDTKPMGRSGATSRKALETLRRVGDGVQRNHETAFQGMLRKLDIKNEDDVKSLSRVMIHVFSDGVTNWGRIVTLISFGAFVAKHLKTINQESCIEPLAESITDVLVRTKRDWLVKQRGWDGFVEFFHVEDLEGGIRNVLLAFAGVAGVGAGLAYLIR
# GSH fluor: compound fluoresces at 488/530 nm on GSH beads | AID 1776 | 0.25% of 190,000 active | GSH beads flow cytometry, compound fluorescence 488/530 nm; stronger effect = higher value | fluorescence (KMESF) at 10 µM; in the data active means fluorescence above about 89;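 further: glutathione beads carrying GST-tagged Bcl family fusion proteins plus one bare bead set; values are compound well signal with DMSO vehicle wells as background; inactives centre near 16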
# Avidin fluor: avidin bead compound fluorescence profile | Avidin beads, compound fluorescence 488/530 nm, flow cytometry; stronger effect = higher value | fluorescence (KMESF) at 10 µM | 0.38% of 220,000 active; in the data active means fluorescence above about 47; further: inactives centre near 10
# Rac1 wt modul: modulators of human Rac1 wildtype GTP binding; P63000; GST-Rac1 beads, fluorescent GTP binding, flow cytometry; actives lie on both sides; 0 = cold GTP competed, 100 = untreated; GTP binding activity (% of control), % at 10 µM; 0.27% of 190,000 active;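 active means GTP binding activity at least 20 points away from the 100% control level, either lower or higher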
# Mcl1 Bid PPI: Mcl-1/Bid interaction inhibition; inhibition, % at 21.7 µM; 0.97% of 220,000 active; TR-FRET Mcl-1/Bid-Dy647 peptide binding, 1536-well; Q07820;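 active means compounds that cut the binding signal by more than half at the single screening dose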;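 further: His-tagged Mcl-1 with europium anti-His antibody binding Bid BH3 peptide; 0% = Mcl-1 plus peptide wells and 100% = peptide-only wells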
# Rab2A wt mod: changes GTP binding to wildtype dog Rab2A, up or down. GTP binding activity, % at 10 µM. GST-Rab2 wt beads, Bodipy-GTP binding, flow cytometry. 0.19% of 190,000 active. P61105;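 active means GTP binding activity at least 20 points away from 100%, either lowered or raised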;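 further: 0% = beads with excess unlabeled GTP and 100% = no-compound control corrected for plate trend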
# Rac1 mut GTP: alters GTP binding to activated mutant human Rac1; GST-Rac1 activated beads, fluorescent GTP binding, flow cytometry; actives lie on both sides; 100% means binding = to untreated wells; 0.11% of 190,000 active; percent activity (GTP binding), % at 10 µM;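 active means GTP binding at least 20 percentage points away from the 100% baseline, in either direction, so actives lie on both sides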
# Pf gametocyte: P. falciparum stage V gametocyte viability inhibition; P. falciparum stage V gametocytes, ATP luminescence, 24 h; 0.065% of 150,000 active; AID 743093; inhibition, % at 10.9 µM;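 active means inhibition above the mean plus 3 SD of compounds within the control limits, set per campaign, cut at about 38% in these data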;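 further: 0% = DMSO wells and 100% = medium only without gametocytes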
# Rab7 wt modul: dog Rab7 wildtype GTP binding, inhibitors and activators; GST-Rab7 beads, fluorescent GTP binding, flow cytometry; actives lie on both sides; untreated = 100%, excess cold GTP = 0%; GTP binding activity (percent of control), % at 10 µM; 0.055% of 190,000 active;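 active means fluorescent GTP binding to Rab7 beads changed by at least 20 points from the 100% baseline, either direction, mostly lower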;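 further: median green fluorescence of bound Bodipy-FL-GTP per Rab7 bead population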
# Cdc42 wt: modulators (inhibitors or activators) of GTP binding to human Cdc42 wildtype; P60953; percent activity (GTP binding), % at 10 µM; GST-Cdc42 beads, Bodipy-GTP binding, flow cytometry; actives lie on both sides; 0.2% of 190,000 active;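 active means percent activity GTP binding at least 20 points away from the 100% baseline, either down as inhibitor or up as activator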;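 further: median bead fluorescence of bound Bodipy-FL-GTP at 100 nM; 0% = excess unlabeled GTP control and 100% = no compound control; below 100% means less GTP binding so inhibitor and above means activator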
# Target sequence (P60953 whole entry, looked up): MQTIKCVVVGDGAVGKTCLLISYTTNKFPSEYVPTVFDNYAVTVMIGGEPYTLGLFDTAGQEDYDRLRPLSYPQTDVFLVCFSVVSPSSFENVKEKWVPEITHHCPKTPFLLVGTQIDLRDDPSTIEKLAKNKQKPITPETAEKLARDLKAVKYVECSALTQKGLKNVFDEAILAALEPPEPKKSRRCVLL
# Numbers without * were called inactive; . = no result given.
# Preview, 3 compounds:
SMILES,HRas wt GTP,Mcl1-Noxa inh,GSH fluor,Avidin fluor,Rac1 wt modul,Mcl1 Bid PPI,Rab2A wt mod,Rac1 mut GTP,Pf gametocyte,Rab7 wt modul,Cdc42 wt
CN(C)c1cnn(-c2ccccc2)c(=O)c1Cl,97,15,15,4,103,0,95,96,-5,97,97
CCN(Cc1ccccc1)Cc1nnnn1Cc1ccccc1,94,6,17,8,98,-28,95,98,8,93,96
COc1ccc(N2CCN(C(=O)c3nc4nc(C)cc(C)n4n3)CC2)cc1,100,-18,12,10,99,-44,100,97,2,104,99

# The list itself (from the top)
SMILES,HRas wt GTP,Mcl1-Noxa inh,GSH fluor,Avidin fluor,Rac1 wt modul,Mcl1 Bid PPI,Rab2A wt mod,Rac1 mut GTP,Pf gametocyte,Rab7 wt modul,Cdc42 wt
CN(C)c1cnn(-c2ccccc2)c(=O)c1Cl,97,15,15,4,103,0,95,96,-5,97,97
CCN(Cc1ccccc1)Cc1nnnn1Cc1ccccc1,94,6,17,8,98,-28,95,98,8,93,96
COc1ccc(N2CCN(C(=O)c3nc4nc(C)cc(C)n4n3)CC2)cc1,100,-18,12,10,99,-44,100,97,2,104,99
Cc1ccc(NC(=O)C(c2ccc(Cl)cc2)N2CCOCC2)cc1 (stereo not given),92,-3,24,8,96,-5,95,93,.,95,92
CCN1CCN(CC(O)COCc2ccccc2)CC1 (stereo not given),99,11,11,10,98,14,100,98,.,97,98
O=C(Nc1ccc2c(c1)OCCO2)C1CCN(C(=O)c2ccc(F)cc2)CC1,100,7,15,23,97,-4,99,96,.,97,99
O=C(NNC(=S)Nc1ccc(Cl)cc1Cl)C1CC1,108,13,5,3,107,-11,105,107,-12,104,104
CC1=C(C(=O)OC2CCCCC2)C(c2ccc(C)o2)C2=C(CC(C)(C)CC2=O)N1 (stereo not given),98,17,12,6,102,-42,100,100,-1,97,100
O=C(NC1CCCCC1)c1cc(Cl)nc2ccccc12,102,-9,12,7,106,-17,99,101,.,98,103
N#Cc1c(N)sc2c1CCN(CCc1ccccc1)C2,102,5,15,8,101,-29,100,103,.,93,102
CC(=O)N/C(=C\c1ccccc1)C(=O)Nc1ccc(O)cc1,96,12,16,9,97,-48,97,95,.,96,97
CCc1cccc(NC(=O)CN(C)S(=O)(=O)c2cccc3nsnc23)c1,95,-7,21,24,100,-7,95,97,-24,98,99
COCCNC(=O)Cn1cnc2c1c(=O)n(C)c(=O)n2C,102,-13,11,38,106,-2,103,100,28,103,104
CCC(O)CNc1nc(-n2nc(C)cc2C)nc2sc3c(c12)CC(C)(C)OC3 (stereo not given),105,6,16,34,109,6,104,104,.,103,106
COc1ccc(C2(C(=O)NCCN3CCOCC3)CCOCC2)cc1,106,5,37,16,108,-18,102,101,.,103,107
CSC1=C(C#N)C(c2ccccc2C)C(C#N)=C(N)N1 (stereo not given),103,15,6,10,106,-61,103,98,11,106,101
Nc1nc(SCC(=O)NCc2ccco2)[nH]c(=O)c1-c1ccccc1,99,-1,20,23,101,-17,97,96,.,98,98
CCS(=O)(=O)N1CCN(Cc2ccc([N+](=O)[O-])cc2)CC1,98,4,18,12,102,0,100,98,0,103,103
Cc1ccc(-n2ccc(=O)c(C(=O)O)n2)cc1,104,16,29,13,110,-13,102,98,15,102,102
Cc1cccc(OCCC(=O)NCC(c2ccccc2)N(C)C)c1 (stereo not given),101,13,12,7,101,-6,100,96,11,100,98
COc1ccc(-c2ccc(CCC(=O)O)n2NC(=O)c2ccc(O)cc2)cc1,98,13,16,6,99,-70,97,94,-2,104,98
CCOC(=O)c1cnc2c(C#N)c(C)nn2c1C,100,1,14,34,99,-16,99,97,.,100,102
Cc1ccc2nc(C)cc(C(=O)OCC(=O)c3ccc(Cl)c([N+](=O)[O-])c3)c2c1,97,-4,37,12,97,-19,94,91,.,98,97
CCN(CC)c1ccc(NC(=O)c2cccnc2)c(C)c1,102,15,24,5,102,-6,104,101,1,102,103
CCN(CC)C(=O)CSc1nnc(-c2ccccc2)c(-c2ccccc2)n1,100,-9,7,1,101,1,99,100,.,102,97
C/C(=N\N=C(N)N)c1ccc(Cl)cc1Cl,100,17,68,15,100,-2,103,98,.,109,99
O=S(=O)(NC1CCCCC1)c1ccc(S(=O)(=O)N2CCN3CCCC3C2)cc1 (stereo not given),101,4,32,12,104,-11,99,97,14,103,101
Cc1ccc(-c2nc(NCc3ccco3)c3ccccc3n2)cc1,98,17,6,9,100,-18,96,98,-10,96,96
CCC(=O)NCCc1cc2ccc(C)c(C)c2[nH]c1=O,104,24,25,8,107,-1,105,102,.,102,104
Cc1ccc2cc(CN(Cc3ccco3)C(=S)NCC3CCCO3)c(=O)[nH]c2c1C (stereo not given),100,4,8,4,108,-56,97,99,-16,103,97
Cc1sc2ncnc(N3CCC(C)CC3)c2c1C,99,3,18,23,102,0,97,94,3,97,97
Fc1ccc(-c2nnc(CN3CCC(c4nc5ccccc5s4)CC3)o2)cc1,101,1,30,4,101,-2,100,99,11,101,101
CCCCC1=NN(C(=O)c2cocc2C)C(O)(C(F)(F)F)C1 (stereo not given),101,10,12,22,104,-8,99,101,.,100,105
O=C(OCc1ccccn1)c1ccc(COc2ccccc2Cl)o1,102,11,12,12,104,9,100,99,8,100,102
COc1cc2c(cc1OC)CN(CC(=O)NC(=O)NC(C)(C)C)CC2,96,10,10,11,99,-10,96,96,1,96,97
Cc1ccc(-c2ccc(CCC(=O)O)n2NC(=O)c2ccc([N+](=O)[O-])cc2)cc1,98,14,10,4,100,-16,97,94,-1,101,96
Cc1cc(N2CCCC(C(=O)Nc3cccc4ccccc34)C2)n2ncnc2n1 (stereo not given),98,-3,19,6,97,-25,97,96,1,107,96
Cn1cc(C(=O)NCc2ccc(F)cc2)cn1,91,-4,8,19,97,-22,93,94,-3,92,93
Cc1ccc(SCc2ccc(C(=O)Nc3cccnc3)cc2)cc1,105,-13,4,2,105,0,101,104,-21,100,108
O=C(Nc1ccc(S(=O)(=O)N2CCOCC2)cc1)c1cccs1,104,-12,15,10,104,6,104,102,.,103,104
Clc1ccc(OCCn2ccnc2)c2ccccc12,101,-41,27,12,100,-77,99,98,.,100,100
COc1ccc(C[C@H]2CN3C(=NC[C@@H]3C)N2CCNC(=O)CCC2CCCCC2)cc1,99,-6,20,5,99,-3,96,97,1,100,96
CCOc1ccc(/C=C2\SC(=S)N(CC(=O)N(CCO)C(C)(C)C)C2=O)cc1,97,6,10,12,97,-41,94,95,13,98,93
Cc1ccc2cc(CN(C(=O)C3CCCO3)C3CCCCC3)c(=O)[nH]c2c1 (stereo not given),104,15,7,8,106,7,103,102,-2,104,103
O=c1[nH]c2ccc(Cl)cc2c(-c2ccccc2)c1N1CCOCC1,99,-130,15,18,99,-8,97,94,.,102,96
COc1cccc(C(=O)NNc2nc(C)cc(C)n2)c1,101,-8,13,5,102,-31,100,101,-11,101,101
O=C(CCC(=O)N1CCN(S(=O)(=O)c2ccc(Cl)cc2)CC1)Nc1cccc(Br)c1,100,14,33,11,102,11,96,97,1,101,99
Cc1ccc2c(CC(=O)O)coc2c1C,100,-4,44,8,105,-12,98,98,5,100,101
COc1ccc(C(=O)Nc2cc(C)nn2-c2nc3ccccc3[nH]2)c(OC)c1,101,-4,11,11,106,-83,102,98,11,100,101
Cc1nn(CC(=O)N(C)C)c(=O)c2ccccc12,101,9,5,7,108,-7,102,102,-14,97,104

# (more compounds)
SMILES,HRas wt GTP,Mcl1-Noxa inh,GSH fluor,Avidin fluor,Rac1 wt modul,Mcl1 Bid PPI,Rab2A wt mod,Rac1 mut GTP,Pf gametocyte,Rab7 wt modul,Cdc42 wt
COc1ccc(Cl)cc1C(=O)NNC(=O)C1COc2ccccc2O1 (stereo not given),96,-1,21,5,96,-32,97,95,-8,98,98
C=CCNC(=O)COc1ccc(N(C)S(=O)(=O)c2ccc(NC(C)=O)cc2)cc1,99,13,75,10,99,-12,97,96,1,103,97
O=C(O)CSc1nc(SCc2ccccc2Cl)nc2c1CCCC2,95,15,14,40,91,7,95,91,-11,96,92
O=C(O)CCCCCN1C(=O)C2CCCCC2C1=O (stereo not given),103,8,29,8,104,1,102,100,12,103,102
Cc1ccc(C)n1/N=C1/NC(=O)CS1,96,29,28,9,102,-8,93,95,.,94,96
CCCC1(c2ccccc2)NC(=O)N(CC(=O)Nc2cc(C)on2)C1=O (stereo not given),97,-13,10,25,96,-7,100,97,-21,102,96
COc1ccc(N=C2SC(C(=O)N3CCN(c4ccccc4)CC3)CC(=O)N2C)cc1 (stereo not given),97,5,24,6,99,-2,98,94,.,92,96
CC(C)(C)OC(=O)NCCCCCc1nnc(SCC(=O)Nc2cccc(Cl)c2)o1,104,7,25,7,106,-3,100,98,-5,105,102
Cc1ccc(SCc2cc(=O)[nH]c(/N=C(\N)Nc3cccc4ccccc34)n2)cc1,103,1,16,18,104,-29,102,101,-1,102,103
Brc1ccc(C2=Nc3cccc4cccc(c34)N2)o1,99,55*,8,6,99,-34,97,102,-4,97,101
COc1cc(C2C3=C(CCCC3=O)Nc3[nH]n(-c4ccccc4)c(=O)c32)cc(OC)c1OC (stereo not given),97,5,9,18,100,-29,98,95,-27,96,97
CCNc1ccc(C(=O)OCC)cc1NC(=O)c1cccc(S(=O)(=O)N(C)c2ccccc2)c1,100,3,11,24,102,-10,99,98,6,101,102
O=c1c2oc3ccccc3c2ncn1Cc1ccccc1Cl,100,-3,12,36,100,6,98,98,.,98,101
Cc1ccc(S(=O)(=O)Nc2ccc(C(=O)OCC(=O)N(CCC#N)c3ccccc3)cc2)cc1C,94,9,6,1,99,-20,95,96,.,96,95
COc1cc(N2C(=O)c3ccccc3C2=O)c(Cl)cc1C(=O)OCC(=O)NCc1ccco1,107,1,21,30,110,-10,105,104,0,106,109
Cc1ccc2[nH]c3c(c2c1)SC(C)(C)CC3=O,98,-3,27,10,99,-36,97,97,12,102,95
CCCCC(=O)NCCc1cc2ccc(OC)cc2[nH]c1=O,100,2,29,23,105,28,102,99,.,100,104
Cc1nnc2n1N=CC=C(C(C)(C)C)S2,98,0,7,18,97,-20,98,97,-2,98,97
Cc1cc(C)c2c(n1)nn1c(NCCOCCO)cc(C)nc21,102,1,26,8,103,-8,101,99,20,101,102
O=C(c1sc2ccccc2c1Cl)N1CCN(c2ncccn2)CC1,98,-6,7,2,101,-1,97,99,4,100,97
COCCNCCCCSc1ccc(Cl)cc1,97,13,23,9,98,2,100,97,4,103,98
CCC(=O)Nc1ccc(Cl)c(NC(=O)c2ccccc2OC)c1,94,3,13,8,94,-5,93,93,7,93,94
Cc1c(C(=O)Nc2ccccc2C(=O)N2CCCC2)cccc1[N+](=O)[O-],95,-1,11,12,94,-15,93,97,18,89,94
Cc1ccccc1-c1nnn(CC(=O)N2CCN(S(=O)(=O)c3ccc(Cl)cc3)CC2)n1,100,0,66,8,101,-19,102,98,-15,97,101
